ALDH1A1 inh: ALDH1A1 (human) enzyme inhibition; P00352; actives 7.3% (n = 220,000); Potency, µM (doses to about 75.3 µM), without a hit: at the highest dose activity, negative = inhibition, actives largely listed as inhibitors; Purified ALDH1A1, NADH fluorescence, propionaldehyde substrate; active = well fitted inhibition curve with a large enough effect, not every such curve was filed as active; inconclusive = small, poorly fitted or top-dose-only effect, or another doubt; inactive = no such curve, though single readings can be large or run the other way;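 note: plate controls were no enzyme wells and a reference inhibitor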
Target sequence (P00352 whole entry, looked up): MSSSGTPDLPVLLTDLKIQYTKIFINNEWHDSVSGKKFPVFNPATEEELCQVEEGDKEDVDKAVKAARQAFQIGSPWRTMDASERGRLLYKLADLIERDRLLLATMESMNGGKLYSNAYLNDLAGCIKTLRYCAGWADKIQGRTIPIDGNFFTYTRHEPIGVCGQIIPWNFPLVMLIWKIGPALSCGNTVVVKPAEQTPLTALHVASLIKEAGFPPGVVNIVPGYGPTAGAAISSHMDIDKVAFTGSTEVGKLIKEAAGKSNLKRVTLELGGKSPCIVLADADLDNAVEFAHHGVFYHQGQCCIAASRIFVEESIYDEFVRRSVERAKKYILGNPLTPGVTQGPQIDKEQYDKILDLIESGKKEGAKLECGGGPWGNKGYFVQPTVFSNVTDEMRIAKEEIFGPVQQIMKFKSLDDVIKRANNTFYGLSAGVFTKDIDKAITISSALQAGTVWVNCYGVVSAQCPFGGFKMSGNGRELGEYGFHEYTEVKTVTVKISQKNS
KDM4E inh: blocks human JMJD2E demethylase activity. B2RXH2. JMJD2E catalytic domain, FDH-coupled NADH fluorescence (FDH is formaldehyde dehydrogenase). Potency, µM (highest dose often 57.1 µM), without a hit: top-dose activity change, negative = inhibition, usual class: inhibitors. actives 1.6% (n = 230,000). AID 2147; active = well fitted inhibition curve with a large enough effect, not every such curve was filed as active; inconclusive = small, poorly fitted or top-dose-only effect, or another doubt; inactive = no such curve, though single readings can be large or run the other way;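 note: 0% = wells with enzyme and -100% = buffer wells without enzyme; nearly all actives have a fitted effect of over 50% in size; many of its hits are not listed in these tables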
GAA inh: blocks human lysosomal alpha-glucosidase; P10253; purified human GAA, 4-MU-alpha-glucoside fluorescence; Potency, µM (titrated, usually from 76.9 µM), inactives show top-dose activity change, negative = inhibition, most hits filed as inhibitors; actives 0.005% (n = 200,000);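 note: plate controls were uninhibited enzyme wells for no effect and no-enzyme background for full effect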
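Activity normalized between no-enzyme (basal) and enzyme-only wells. Conditions: 4 nM human enzyme, 400 uM fluorogenic substrate, citrate/phosphate pH 5.0 with Tween-20, 20 min room temperature, compounds up to 77 uM.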
SMN2 splice up: enhancers of SMN2 splice variant expression | HEK293 SMN2-luciferase splicing reporter, luminescence, 30-36 h | actives 2.8% (n = 210,000) | Potency, µM (highest dose often 46.1 µM), without a hit: at the highest dose activity change, positive = activation, most hits filed as activators; note: % of control where 0% means no effect; nearly all actives have a fitted effect of over 55% in size
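HEK293 cells carry an SMN2 […]–luciferase reporter in which exon 7 inclusion puts luciferase in frame. Cells were plated 10-12 h before compound addition, then incubated 30-36 h at 37C. ONE-Glo luminescence was read; sodium butyrate at 4.5 mM final served as control.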
GAA glycogen: alters human alpha-glucosidase cleavage of glycogen. P10253. recombinant GAA, glycogen substrate, Amplex Red glucose oxidase fluorescence. Potency, µM (highest dose often 76.4 µM), inactives show at the top dose activity change, negative = inhibition, hits mostly inhibitors. actives 0.38% (n = 300,000);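 note: 0% = full enzyme reaction and -100% = no-enzyme basal signal; the screen sought inhibitors and activators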
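Recombinant human alpha-glucosidase (4 nM final) hydrolysed bovine liver glycogen (30 ug) for 40 min at 37 C in pH 5.0 citrate/phosphate with 0.01% Tween-20. Released glucose detected by glucose oxidase/Amplex Red, Ex 573/Em 610 nm. Compounds up to 77 uM; AC50 from Hill fits.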
aGal spleen mod: alpha-galactosidase A (human) modulation | actives 0.008% (n = 240,000) | P06280 | Potency, µM (titrated, usually from 80 µM), for inactives: at the top dose activity change, negative = inhibition, hits mostly inhibitors | human spleen homogenate, 4MU-alpha-Gal fluorescence, 40 min;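 note: 0% = enzyme with vehicle and -100% = no enzyme basal signal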
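Inhibition or activation of alpha-galactosidase in human spleen homogenate is scored by 4-MU fluorescence after 40 min at 37C, pH 5.0, with 1 mM substrate. AC50s come from concentration-response fitted to the Hill equation.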
aGlu spleen mod: inhibits or activates alpha-glucosidase in human spleen homogenate. actives 0.006% (n = 240,000). human spleen homogenate, 4-MU-alpha-glucoside fluorescence. Potency, µM (highest dose often 79.9 µM), for the others: at the highest dose activity change, negative = inhibition, actives largely listed as inhibitors;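 note: 0% = enzyme with vehicle and -100% = no enzyme basal signal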
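Enzyme source: human spleen homogenate, 1 ug/well. Buffer 50 mM citric acid/K phosphate pH 5.0, 0.01% Tween-20. 4-MU-alpha-glucoside 1 mM; 37 C x 40 min; NaOH/glycine stop; fluorescence.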
GoLoco inh red: inhibitors of human Gai1-RGS12 GoLoco interaction (red fluorophore); Potency, µM (series often up to 61.6 µM), inactives show at the top dose activity, negative = inhibition, actives largely listed as inhibitors; AID 880; Gai1:RGS12 GoLoco peptide FP, rhodamine, 10 min; actives 0.44% (n = 230,000); P63096; active = well fitted inhibition curve with a large enough effect, not every such curve was filed as active; inactive = no such curve, though single readings can be large or run the other way; note: % is set by controls: 0 for no effect and ±100 for the full control effect; nearly all actives have a fitted effect of over 30% in size; many of its hits are not listed in these tables
Target sequence (P63096 whole entry, looked up): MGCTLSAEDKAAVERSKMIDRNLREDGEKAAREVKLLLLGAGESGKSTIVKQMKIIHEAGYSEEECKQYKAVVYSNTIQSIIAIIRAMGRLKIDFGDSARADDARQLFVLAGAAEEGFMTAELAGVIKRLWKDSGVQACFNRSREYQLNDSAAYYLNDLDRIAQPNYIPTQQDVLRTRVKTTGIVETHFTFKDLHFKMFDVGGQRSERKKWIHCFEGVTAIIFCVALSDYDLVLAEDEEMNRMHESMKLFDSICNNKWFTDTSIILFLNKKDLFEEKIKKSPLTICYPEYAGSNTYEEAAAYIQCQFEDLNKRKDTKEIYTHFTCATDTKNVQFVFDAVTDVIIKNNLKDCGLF
An asterisk follows results filed as active; ? = inconclusive; · = not tested or not shown; [ ] = remark or other dose. Unless noted, calls come from the whole dose curve; as a rule, active = well fitted curve in the direction sought with a large enough effect; inconclusive = small, poorly fitted or top-dose-only effect, or another doubt; inactive = no such curve, though single readings can be large; an effect the other way counts as inactive or inconclusive. Potency is the fitted concentration of half-maximal effect. Not all compounds are listed; the hit share may differ from the screen's.

#1 COc1ccccc1OC(=O)CCc1nc2ccccc2s1
#2 Cc1ccc(/C=N/NC(=O)c2nnn(-c3nonc3N)c2CSc2ccc(Cl)cc2)cc1
#3 O=S(=O)(c1ccccc1)N1CCC[C@@]2(CCN(Cc3ccccc3)C2)C1
#4 COc1ccc2c(c1)[C@@]1(C)CCC[C@](C)(CO)C1CC2 (some centres not stated)
#5 CCN(CC)CCN1C(=O)c2ccccc2NC1c1ccc(Br)cc1 (configuration not stated)
#6 CC(=O)Nc1ccc(C(=O)NCC(=O)OCc2ccccc2F)cc1
#7 O=C(O)C1(S(=O)(=O)CCC(F)=C(F)F)CC1
#8 COc1cccc2c1OCC1COc3c(c(=O)n(C)c(=O)n3C)C21 (configuration not stated)

Screen / compound no. | 1 | 2 | 3 | 4 | 5 | 6 | 7 | 8
ALDH1A1 inh | ? | -1.0% | -14.6% | -6.4% | ? | -3.3% | -4.2% | 8.7%
KDM4E inh | -19.6% | 1.4% | · | 2.7% | ? | 11.4% | -0.4% | ?
GAA inh | 4.1% | 7.3% | · | · | 9.2% | 7.2% | -4.8% | -3.0%
SMN2 splice up | -7.4% | -43.4%[inhibitor] | -7.8% | · | -18.8% | -1.8% | -2.1% | -21.9%
GAA glycogen | 0.4% | 1.7% | · | · | -19.9% | 12.9% | 7.9% | 15.6%
aGal spleen mod | -5.8% | 7.4% | -2.8% | -3.0% | 14.6% | 0.9% | 3.7% | -9.7%
aGlu spleen mod | 3.2% | 1.4% | -6.7% | 6.1% | 4.8% | 2.0% | -13.0% | -1.2%
GoLoco inh red | 28.8% | 0.5% | 5.0% | 4.7% | 13.9% | 2.7% | 0.1% | 13.3%

#9 CCCc1nc(SCC(=O)Nc2ccc(N3CCOCC3)cc2)c2ccccc2n1
#10 CCN(CC)S(=O)(=O)c1cccc(NC(=O)c2cc3ccccc3o2)c1
#11 COc1ccc(C(=O)Oc2c(C)occc2=O)cc1OC
#12 CCOC(=O)CCNC(C)C1COc2ccccc2O1 (configuration not stated)
#13 CN(C(=O)CC1C(=O)NCCN1CC(c1ccccc1)c1ccccc1)C(C1CC1)C1CC1 (configuration not stated)
#14 CCCCNS(=O)(=O)/C=C/c1ccccc1
#15 COc1cccc(Cn2c(=O)c(-c3ccc(Cl)cc3)nc3cnc(N4CCOCC4)nc32)c1
#16 O=C(NCC1CCCO1)C1c2ccccc2C(=O)N1C1CCCCCC1 (configuration not stated)

Screen / compound no. | 9 | 10 | 11 | 12 | 13 | 14 | 15 | 16
ALDH1A1 inh | ? | 22.4µM* | 4.7% | ? | · | 6.7% | ? | -8.8%
KDM4E inh | -1.6% | -4.9% | -2.1% | ? | 4.7% | 9.1% | · | -2.7%
GAA inh | 0.6% | -4.5% | 7.3% | 4.3% | · | -8.6% | · | -3.0%
SMN2 splice up | -61.7%[inhibitor] | -19.0% | ? | 10.0% | · | 7.0% | · | -4.5%
GAA glycogen | -5.7% | -6.6% | -10.6% | -7.4% | -0.3% | 1.3% | · | -5.2%
aGal spleen mod | -0.7% | 6.7% | -4.3% | 4.8% | 2.7% | 7.8% | 19.1% | 0.5%
aGlu spleen mod | -5.5% | 5.4% | 1.4% | 5.7% | -2.0% | 2.1% | -1.6% | -0.5%
GoLoco inh red | -2.5% | 10.8% | -2.3% | -3.0% | 1.4% | 8.8% | 7.2% | 4.0%

#17 CCc1nc(C)cn1S(=O)(=O)c1cc(Cl)c(OC)cc1Cl
#18 NS(=O)(=O)c1ccc(N/N=C/c2cn(-c3ccccc3)nc2-c2ccccc2)c([N+](=O)[O-])c1
#19 CCN1CCN(c2nc3sc4c(c3c(=O)n2-c2ccc(OC)cc2)CCCCC4)CC1
#20 Cc1cnc(CNc2cc(-c3ccccc3Cl)ncn2)cn1
#21 Cc1sc2ncn(CC(=O)NCCCOC(C)C)c(=O)c2c1S(=O)(=O)N1CCN(c2ncccn2)CC1
#22 CCCSC1=C(C#N)C(c2ccc(OC)cc2)C2=C(CC(C)(C)CC2=O)N1 (configuration not stated)
#23 N#Cc1nc(-c2ccccc2F)oc1NC1CCCCC1
#24 O=C(NNC(=O)c1ccccc1[N+](=O)[O-])c1ccccn1

Screen / compound no. | 17 | 18 | 19 | 20 | 21 | 22 | 23 | 24
ALDH1A1 inh | 11.7% | 4.8% | 10µM* | ? | 8.8% | ? | ? | 7.7%
KDM4E inh | 9.3% | 2.0% | 5.2% | · | ? | ? | ? | -27.8%
GAA inh | 6.0% | 1.7% | -10.7% | · | ? | -4.2% | -4.0% | -5.5%
SMN2 splice up | -8.9% | -83.4%[inhibitor] | -38.4%[inhibitor] | · | -4.0% | -16.1% | 6.7% | ·
GAA glycogen | -20.4% | -18.4% | 8.4% | · | 5.8% | -6.5% | -19.7% | -3.4%
aGal spleen mod | -3.6% | 2.6% | -3.0% | 12.7% | 3.3% | 1.0% | 2.5% | -10.4%
aGlu spleen mod | -20.0% | -0.3% | -6.6% | -0.1% | -1.0% | -0.2% | -1.5% | -9.6%
GoLoco inh red | 2.1% | 15.1% | 36.6%[activator] | -1.7% | -1.4% | 0.2% | 3.1% | 12.5%

Another view of eight compounds above.
Screens in order – ALDH1A1 inh, KDM4E inh, GAA inh, SMN2 splice up, GAA glycogen, aGal spleen mod, aGlu spleen mod, GoLoco inh red
17: CCc1nc(C)cn1S(=O)(=O)c1cc(Cl)c(OC)cc1Cl
→ 11.7%, 9.3%, 6.0%, -8.9%, -20.4%, -3.6%, -20.0%, 2.1%
18: NS(=O)(=O)c1ccc(N/N=C/c2cn(-c3ccccc3)nc2-c2ccccc2)c([N+](=O)[O-])c1
→ 4.8%, 2.0%, 1.7%, -83.4%[inhibitor], -18.4%, 2.6%, -0.3%, 15.1%
19: CCN1CCN(c2nc3sc4c(c3c(=O)n2-c2ccc(OC)cc2)CCCCC4)CC1
→ 10µM*, 5.2%, -10.7%, -38.4%[inhibitor], 8.4%, -3.0%, -6.6%, 36.6%[activator]
20: Cc1cnc(CNc2cc(-c3ccccc3Cl)ncn2)cn1
→ ?, ·, ·, ·, ·, 12.7%, -0.1%, -1.7%
21: Cc1sc2ncn(CC(=O)NCCCOC(C)C)c(=O)c2c1S(=O)(=O)N1CCN(c2ncccn2)CC1
→ 8.8%, ?, ?, -4.0%, 5.8%, 3.3%, -1.0%, -1.4%
22: CCCSC1=C(C#N)C(c2ccc(OC)cc2)C2=C(CC(C)(C)CC2=O)N1 (configuration not stated)
→ ?, ?, -4.2%, -16.1%, -6.5%, 1.0%, -0.2%, 0.2%
23: N#Cc1nc(-c2ccccc2F)oc1NC1CCCCC1
→ ?, ?, -4.0%, 6.7%, -19.7%, 2.5%, -1.5%, 3.1%
24: O=C(NNC(=O)c1ccccc1[N+](=O)[O-])c1ccccn1
→ 7.7%, -27.8%, -5.5%, ·, -3.4%, -10.4%, -9.6%, 12.5%
